ARNT TACC3 PPI: disruptors of ARNT/TACC3 protein interaction, primary screen, biochemical, AlphaScreen, single concentration. Transforming acidic coiled-coil-containing protein 3 (Homo sapiens), Q9Y6A5. AlphaScreen His-ARNT PAS-B/GST-TACC3 binding, luminescence; TACC3 fragment carries E629A point mutation. inhibition, % at 9.99 µM. hit rate 0.66% among 390,000;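 active = mean inhibition of replicates at least 50% and at least half of replicates each reaching 50%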;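 note: 0% = complete ARNT plus TACC3 wells and 100% = ARNT alone without TACC3; many hits fall short of the cut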
CFTR F508del cor: F508del CFTR correction, initial screen, CFBE line, single point | CFBE cells, YFP halide quenching; stimulated with forskolin plus potentiator P3; % fluorescence drop versus neutral controls | activity (quench increase), % at 7.58 µM | hit rate 0.36% among 350,000;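 active = mean added fluorescence quench of at least 8% versus neutral control, with both replicates also reaching 8%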;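 note: cells transiently co-express mutant CFTR-F508del with the halide-sensitive YFP; corrector assay measuring rescue of mutant channel to the surface after 24 h compound exposure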
esBAF inh: Bmi1 luciferase reporter increase in mESCs, primary screen, esBAF inhibitor project, mouse ES cells, Bmi1 luciferase knock-in, single point. 24 h; 100% = twice the neutral-well signal. reporter increase, % at 12.5 µM. hit rate 2% among 350,000. AID 602393, 2012; in the data active = activation above about 40%;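 note: 0% = median of the plate's neutral control wells and 100% = double that signal; a rise in the Bmi1 reporter signal indicates esBAF inhibition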
RAD52 anneal inh: RAD52 DNA annealing inhibitors, primary screen, biochemical, FRET, single point, set 2; DNA repair protein RAD52 homolog (Homo sapiens), P43351; recombinant RAD52 DNA annealing, FRET fluorescence; inhibition, % at 18.7 µM; hit rate 0.46% among 360,000; AID 651710, 2012;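 active = every replicate showing at least 50% inhibition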
Target sequence (P43351 whole entry, looked up): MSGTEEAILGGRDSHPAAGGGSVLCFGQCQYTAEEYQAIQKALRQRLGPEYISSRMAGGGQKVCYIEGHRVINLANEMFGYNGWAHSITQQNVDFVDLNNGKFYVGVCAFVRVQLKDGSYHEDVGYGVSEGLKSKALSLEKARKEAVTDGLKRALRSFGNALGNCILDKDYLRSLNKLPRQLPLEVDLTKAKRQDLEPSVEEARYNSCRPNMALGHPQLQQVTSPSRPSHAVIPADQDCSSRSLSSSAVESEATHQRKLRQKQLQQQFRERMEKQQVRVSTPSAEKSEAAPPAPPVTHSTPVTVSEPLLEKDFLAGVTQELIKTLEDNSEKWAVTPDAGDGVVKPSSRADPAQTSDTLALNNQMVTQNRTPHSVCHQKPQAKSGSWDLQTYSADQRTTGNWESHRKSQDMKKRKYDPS
INS-1E GSIS act: GLuc luminescence reporter in INS-1E cells, primary screen for activators of glucose-dependent secretion of insulin; INS-1E GLuc reporter insulin secretion, 2-3 h; activation, % at 16.6 µM; hit rate 0.61% among 370,000;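 active = lowest replicate activation of at least 40%, so every replicate reaches that level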;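 note: 0% = median of neutral control wells and 100% = median of IBMX positive control wells; some compounds called inactive have numbers as strong as hits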
Xi reactivation: activators of inactive X chromosome reactivation, primary screen, imaging, XiGFP fibroblasts, GFP high-content imaging, set 2. hit rate 0.055% among 360,000. AID 743238, 2013. XiGFP mouse fibroblasts, % GFP-positive cells imaging, 3 d; cells co-treated with 5-aza-dC sensitizer; scaled so ellipticine positive control = 100%. activation, % at 7.58 µM;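 active = mean normalized replicate activation at least 10% and every replicate at or above 10%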;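 note: 0% = median of on-plate neutral control wells and 100% = ellipticine 6 µM median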
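Assay system – SV40-immortalized XiGFP fibroblast cells, line 68-5-11 · Buffer or medium – DMEM supplemented with 5-aza-dC as sensitizing agent · Dosing – one concentration, pinned · Benchmarks – positive control ellipticine, 6 µM final · Times – 3 days compound exposure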
RAD54 branch: inhibitors of human RAD54 branch migration, primary screen, biochemical, fluorescence, single point. DNA repair and recombination protein RAD54-like (Homo sapiens), Q92698. RAD54 Holliday junction branch migration, FAM/BHQ fluorescence. inhibition, % at 10.4 µM. hit rate 0.14% among 360,000;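 active = mean normalized replicate activity at least 40 and at least half of replicates scoring 40 or more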;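 note: 0% = median of neutral control wells and 100% = median of positive control wells; inhibitors cause a drop in the FAM fluorescence signal; in these data hits start at about 50%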
ERAP1 HTS inh: human ERAP1 aminopeptidase inhibitors, primary screen, biochemical, single point, plate reader | Endoplasmic reticulum aminopeptidase 1 (Homo sapiens), Q9NZ08 | recombinant ERAP1, Leu-AMC fluorescence, 60 min | inhibition, % at 10.7 µM | hit rate 0.15% among 340,000;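 active = mean replicate inhibition of at least 30%, or all replicates individually reaching that 30% level; inactive = mean below 30% and not every replicate reaching it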;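 note: 0% = neutral control wells and 100% = L-leucinethiol positive control wells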
Active calls of the source: *; x = not tested or not shown. Compounds were not picked by outcome; 3.3% or so of the library scored in one or more.

Below each SMILES: ARNT TACC3 PPI, CFTR F508del cor, esBAF inh, RAD52 anneal inh, INS-1E GSIS act, Xi reactivation, RAD54 branch, ERAP1 HTS inh
CCSc1nc(NCCN(C)C)c2c3c(sc2n1)COC(C)(CC)C3 (stereo not given)
→ 4.1, x, x, 9.5, -0.4, 0.0, 8.6, -2.3
O=C(NC[C@H]1[C@H](c2ccccc2)[C@H](CO)N1Cc1cccnc1)c1ccccn1
→ 10.9, 4.7, -1.4, -15.9, 4.2, 0.3, -4.4, x
CCN1C[C@@H]2[C@@H]3C(=O)N(Cc4ccccc4)C(=O)[C@@H]3[C@](Cc3ccccc3)(C(=O)OC)N2C1=NC1CCCCC1
→ -0.9, 2.4, -3.1, 28.4, -6.2, 0.0, 5.2, 3.7
C[C@@H]1CCCCO[C@H](CN(C)C(=O)Nc2ccc(C(F)(F)F)cc2)[C@H](C)CN([C@@H](C)CO)C(=O)c2cc(NS(=O)(=O)c3ccccc3)ccc2O1
→ -4.1, 0.0, -2.4, -19.3, 7.1, 0.0, -1.6, -4.1
C[C@@H]1CN([C@@H](C)CO)C(=O)Cc2cc(NC(=O)CCC(F)(F)F)ccc2O[C@@H]1CN(C)Cc1ccc(Cl)c(Cl)c1
→ -5.5, 1.4, 1.5, 11.0, -13.7, -0.3, 3.9, 1.0
Cc1nn(C(=O)CNC(=O)c2ccccc2)c(C)c1C
→ 2.0, -0.9, x, -13.2, 3.6, 0.4, x, -4.7
Cc1cc(C)cc(C(=O)NCC(=O)N2CCN(C(c3ccccc3)c3ccccc3)CC2)c1
→ 2.4, 2.0, 2.1, -30.2, -5.8, 0.3, -2.2, -1.9
COc1ccc(/C=C/C(=O)c2c(O)c(OC)c3occc3c2OC)cc1
→ 3.4, -0.3, x, -20.9, -16.1, 0.3, x, 2.6
CC(=NNc1nc2ccccc2o1)c1cc2ccccc2cn1
→ 5.0, 2.0, x, -5.6, 0.5, 72.9*, x, 4.0
COc1ccc(S(=O)(=O)Nc2ccc3c(c2)C(=O)N([C@@H](C)CO)C[C@H](C)[C@@H](CN(C)C(=O)Nc2cccc4ccccc24)OCCCC[C@H](C)O3)cc1
→ 4.1, 0.0, 3.6, x, 7.2, -0.9, 0.5, x
CCCCOc1cccc(C(=O)O)c1
→ -5.7, x, -3.1, x, -1.5, x, 3.3, x
C[C@@H]1OC(C2CCCCC2)N(C)[C@H]2C[C@H]3c4[nH]c5ccccc5c4CCN3C[C@@H]12 (stereo not given in full)
→ x, 2.5, -3.8, -11.9, -24.8, x, -5.5, -6.2
CNC(=O)c1oc(-c2ccc(Cl)cc2)nc1C
→ -1.9, -1.2, x, -19.7, 9.3, 0.3, x, 4.2
Clc1ccc2c(NCc3cccs3)ncnc2c1
→ -29.0, 2.4, 8.7, -16.7, -22.6, 0.2, -7.0, -5.5
C[C@H](CO)N1C[C@H](C)[C@@H](CN(C)C(=O)CN(C)C)Oc2cc(C3=CCCC3)ccc2S1(=O)=O
→ 5.5, -2.0, 2.7, -15.1, -6.6, 0.2, -3.0, 2.3
CCCOc1ccc(-c2cnc(SCC(N)=O)nc2N)cc1
→ 4.0, x, 10.2, x, 0.5, x, 4.2, x
O=C1CC(c2ccccc2F)C2=C(COC2=O)N1 (stereo not given)
→ x, 2.5, x, -4.0, -6.1, 0.1, x, 8.4
COc1ccc(CNC(=O)[C@H](C)NC(=O)C2CC(=O)N(c3ccc(OC)cc3)C2)cc1 (stereo not given in full)
→ -2.7, -4.4, -0.3, -12.8, 9.7, 0.3, -8.1, -1.3
CCc1ccc(-c2nn(Cc3ccccc3)cc2/C=C/C(=O)O)cc1
→ -1.4, x, -10.3, x, 2.9, x, 7.5, x
Cc1nccn1CCC(=O)NC1CC(C)(C)Cc2c1cnn2-c1ccccc1 (stereo not given)
→ x, -0.1, x, -4.3, -2.3, -0.1, x, 0.5
Cc1cccc(C(=O)NC2CCN(C(=O)Nc3ccc(F)cc3)CC2)c1
→ -8.5, 0.4, -0.8, -16.8, 8.6, 0.3, -0.8, -1.0
CCCC#Cc1ccc2c(c1)O[C@H](CN(C)CC1CC1)[C@H](C)CN([C@H](C)CO)S2(=O)=O
→ 2.3, -3.8, -5.4, 13.5, 8.5, -1.0, -12.4, 0.1
Cc1c(C(=O)N2CCC2)oc2c(F)cccc12
→ -7.5, -4.0, 10.1, -4.7, 10.1, -0.1, -2.4, 3.8
COc1ccccc1/C=C1\SC(=S)N(N2C(=O)CCCC2=O)C1=O
→ x, -1.0, -9.6, -21.7, -6.8, 0.3, 3.0, 1.1
Cc1ccc(-c2cc(-c3ccccc3O)nc(N/N=C/c3cccnc3)n2)cc1
→ -0.5, -1.5, 11.0, -6.5, 7.2, x, x, 1.0
Cc1cccc(NC(=O)c2cnn3ccccc23)c1C
→ -3.3, 0.3, 41.9*, -1.4, 4.0, 0.0, 0.0, -0.4
CO[C@H]1CN(C)C(=O)c2cc(NS(=O)(=O)c3cccc(F)c3)ccc2OC[C@@H](C)N(C(=O)Cc2cccnc2)C[C@H]1C
→ -4.5, -2.0, 7.9, -0.8, 9.2, 0.0, -14.8, -2.3
Cc1onc(-c2c(F)cccc2Cl)c1C(=O)OCC(=O)NC1CC1
→ -9.0, 2.5, x, -10.1, -6.7, 0.0, x, -0.3
O=C(O)C1=C[C@@H](c2ccc3c(c2)Cc2ccccc2-3)C[C@@H](OCc2ccc(CO)cc2)O1
→ 11.2, -2.3, x, 0.0, x, x, 6.0, -1.5
C=CCN=C1CCCc2c1[nH]c1ccc(C)cc21
→ -3.6, 0.4, 32.2, -24.3, 14.9, 0.3, -2.4, -3.1

Going on with the list.
SMILES	ARNT TACC3 PPI	CFTR F508del cor	esBAF inh	RAD52 anneal inh	INS-1E GSIS act	Xi reactivation	RAD54 branch	ERAP1 HTS inh
O=C(NCC1CCCN(Cc2ccccc2F)C1)c1cccc(C(F)(F)F)c1 (stereo not given)	x	-1.4	x	-14.0	-1.1	0.0	x	-0.4
COc1ccc(-c2csc(NC(=O)c3cccc(N4C(=O)CCC4=O)c3)n2)cc1OC	x	-1.4	10.5	-13.6	18.3	-0.1	10.1	2.4
Cc1c(Cl)cccc1NC(=S)NCc1cccn1C	4.6	x	x	x	-8.6	0.3	-3.8	x
Cc1ccc(-c2cc3cccc[n+]3cc2-c2ccc(C)cc2)cc1	5.0	x	x	9.1	-50.1	0.1	28.0	1.2
O=C(c1cc(F)ccc1F)C1CCCN(C(=O)c2ccco2)C1 (stereo not given)	-4.6	0.7	3.3	-10.6	-18.6	0.0	6.2	-0.6
C[C@@H]1CN([C@@H](C)CO)C(=O)Cc2cc(NC(=O)Cn3cnnn3)ccc2O[C@@H]1CN(C)C(=O)Nc1cccc2ccccc12	-5.7	-4.8	6.5	x	2.5	0.4	0.7	x
C=CCn1cc(CN2CCC(C(=O)Nc3cccc(-c4cccc(F)c4)c3)CC2)c(C)n1	5.6	-0.1	-7.6	-142.7	-16.6	0.0	8.1	-0.2
O=C(Cn1ncc2c(=O)oc3ccccc3c21)NCc1cccnc1	-4.6	x	2.0	1.0	20.4	0.2	x	15.1
Cn1nnc(NC(=S)NC(=O)c2cccc3c(Br)cccc23)n1	-1.0	-1.9	8.9	-25.2	1.4	0.3	10.5	1.9
O=C(NCC1CCCO1)c1ccc2c(c1)OCO2 (stereo not given)	2.9	0.9	13.5	-16.4	23.1	x	4.1	-0.5
O=C(NCC[C@@H]1CC[C@@H](NC(=O)C2CCC2)[C@@H](CO)O1)c1cc(Cl)cc(Cl)c1	-7.9	-2.2	4.7	-17.3	-0.8	-0.8	0.6	-4.3
COc1ccc2c3c(n(C)c2c1)[C@H](CO)N(C(=O)Nc1ccccc1F)CC31CCN(C)CC1	x	0.5	x	11.7	-17.7	0.1	x	-0.7
COc1ccc(Cc2c(-c3cccc(Cl)c3)nc3cc(C)c(Br)c(C)n23)c(C)c1	x	3.8	x	-37.0	-2.7	0.0	x	x
Cc1nn(Cc2ccc(C(=O)O)o2)c(C)c1[N+](=O)[O-]	-7.7	0.6	x	-18.8	-0.1	0.1	x	2.6
CSCCC(NC(=O)COc1ccccc1)C(=O)OC(C)C(=O)Nc1ccccc1C (stereo not given)	2.0	1.4	-4.2	-9.4	12.3	-0.1	1.1	2.3
CCOC(=O)C1Oc2ccccc2C(c2ccc(F)cc2)=C1C(=O)OC (stereo not given)	1.3	-1.3	-4.7	-6.3	-42.1	0.0	1.9	x
CCOc1ccc(S(=O)(=O)NCC2CCCO2)cc1 (stereo not given)	-30.6	x	-0.8	x	20.6	x	12.6	x
O=c1nc2n(CCO)c3ccccc3cc-2c(=O)[nH]1	-7.9	0.0	-0.5	-20.4	28.4	0.2	x	-46.5
O=C(Nc1ccc(S(=O)(=O)NC2=NCCCCC2)cc1)c1cccs1	2.9	0.0	2.0	12.0	-2.9	-0.1	-0.7	-1.2
O=c1ccn(Cc2ccccc2)cc1	-3.9	-0.9	-2.8	-16.2	8.6	0.0	-2.8	0.4
CCOC(=O)[C@]12CCCC=C1N(Cc1cccc3ccccc13)C(=O)[C@H](CC(=O)NCCCN1CCCC1=O)C2	x	0.3	x	-3.0	-36.3	-0.1	x	-3.3
Cc1ccc(NC(=O)CCS(=O)(=O)c2ccc(Br)cc2)nc1	-3.3	x	x	-1.6	0.0	0.1	-1.1	13.5
Cc1nc2c(oc3ccc(Cl)cc32)c(=O)[nH]1	1.4	-1.7	x	-11.3	13.0	-0.2	2.5	x
C=CCNc1nnc(SC2CC(=O)N(c3ccc(OC)cc3)C2=O)s1 (stereo not given)	-1.3	x	-4.0	x	-10.4	x	-4.0	x
Cc1ccc(C(=O)NNc2cc(=O)n(C)c(=O)n2C)cc1C	-1.1	0.2	-7.4	-11.1	3.9	0.3	8.3	1.0
COc1ccc2c3c(n(C)c2c1)[C@H](CO)N(Cc1ccccc1)CC31CN(CC2CC2)C1	x	0.2	x	27.5	-3.2	0.0	x	x

Part of the list above in another layout:
Cc1ccc(-c2cc3cccc[n+]3cc2-c2ccc(C)cc2)cc1
  ARNT TACC3 PPI: 5.0 | CFTR F508del cor: x | esBAF inh: x | RAD52 anneal inh: 9.1 | INS-1E GSIS act: -50.1 | Xi reactivation: 0.1 | RAD54 branch: 28.0 | ERAP1 HTS inh: 1.2
CSCCC(NC(=O)COc1ccccc1)C(=O)OC(C)C(=O)Nc1ccccc1C (stereo not given)
  ARNT TACC3 PPI: 2.0 | CFTR F508del cor: 1.4 | esBAF inh: -4.2 | RAD52 anneal inh: -9.4 | INS-1E GSIS act: 12.3 | Xi reactivation: -0.1 | RAD54 branch: 1.1 | ERAP1 HTS inh: 2.3
O=c1ccn(Cc2ccccc2)cc1
  ARNT TACC3 PPI: -3.9 | CFTR F508del cor: -0.9 | esBAF inh: -2.8 | RAD52 anneal inh: -16.2 | INS-1E GSIS act: 8.6 | Xi reactivation: 0.0 | RAD54 branch: -2.8 | ERAP1 HTS inh: 0.4

Bioassay records: PubChem, Broad Institute
